# mec2-1: NCI yeast anticancer drug screen, S. cerevisiae mec2-1 strain | AID 157, 2004 | 9% of 79,000 active | % growth inhibition at 50 µM;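 also: 0% = growth of vehicle-only cultures of the same strain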
#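 Test agents were screened against the mec2-1 yeast strain, with defined DNA repair or cell cycle alteration. Growth was scored as inhibition against vehicle-only controls.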
# yeast rad50: NCI yeast anticancer drug screen, S. cerevisiae rad50 strain; growth inhibition, % at 50 µM; 10% of 79,000 active;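 also: 0% = growth of vehicle-only cultures of the same strain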
#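 DNA repair mutant yeast, compound exposure, growth read-out; inhibition is taken relative to vehicle.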
# bub3: NCI yeast anticancer drug screen, S. cerevisiae bub3 mutant strain | 9.9% of 78,000 active | growth inhibition, % at 50 µM;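 also: 0% = growth of vehicle-only cultures of the same strain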
#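 Yeast carrying a defined mutation is treated with each compound, and growth is compared with that of vehicle-exposed cells to give inhibition.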
# cln2 rad14: NCI yeast anticancer drug screen, S. cerevisiae cln2 rad14 strain; growth inhibition, % at 50 µM; 8.3% of 78,000 active; AID 165, 2004;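 also: 0% = growth of vehicle-only cultures of the same strain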
#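 cln2 rad14 yeast strain; compound exposure; growth inhibition read vs vehicle controls.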
# mlh1 rad18: NCI yeast anticancer drug screen, S. cerevisiae mlh1 rad18 strain; growth inhibition, % at 50 µM; AID 175, 2004; 11% of 79,000 active;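 also: 0% = growth of vehicle-only cultures of the same strain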
#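 Yeast w/ defined DNA-repair lesions; compound exposure; growth vs vehicle controls → % inhibition.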
# sgs1 mgt1: NCI yeast anticancer drug screen, S. cerevisiae sgs1 mgt1 strain | % growth inhibition at 50 µM | 10% of 78,000 active | AID 161, 2004;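 also: 0% = growth of vehicle-only cultures of the same strain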
#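 Inhibition of yeast growth, normalised to vehicle-treated controls, is reported for a strain bearing genetic alterations in DNA damage repair.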
# * = called active by the depositor; . = no result given; & = joins results of further samples. Rule as the data show it: active = growth inhibition above about 70%; inactive = the rest. No enrichment for hits. About 13% of those tested had a hit in this group.
# Start of the listing, in advance (three entries):
1) CN1C(=O)N/C(=C\c2ccc(S(=O)(=O)N/N=C/c3ccccc3)cc2)C1=O
2) CCCCCCCCCCCCNC(=O)NCC(OCC)OCC
3) Cc1cccc(C(O)c2ccccn2)c1O (centres undefined)
screen / no.	1	2	3
mec2-1	44.9	91.5*	-4.5
yeast rad50	16.4	89.3*	-3.9
bub3	2.8	91.8*	-3.8
cln2 rad14	-2.5	83.3*	-4.5
mlh1 rad18	39.9	90.3*	3.1
sgs1 mgt1	20.1	92.3*	-6.8

# This part in full, previewed entries included:
1) CN1C(=O)N/C(=C\c2ccc(S(=O)(=O)N/N=C/c3ccccc3)cc2)C1=O
2) CCCCCCCCCCCCNC(=O)NCC(OCC)OCC
3) Cc1cccc(C(O)c2ccccn2)c1O (centres undefined)
4) CC12CCC(C)(O1)C1C(=O)OC(=O)C12 (centres undefined)
5) N#Cc1c2c(c(N=P(c3ccccc3)(c3ccccc3)c3ccccc3)n3c1nc1ccccc13)CCCC2
6) O=C(Nc1cc([N+](=O)[O-])cc2c1[nH]c(=O)c1ccccc12)C(F)(F)F
7) CC(O)C(N=Cc1nc(-c2ccccc2)oc1O)C(=O)O (centres undefined)
8) Cc1cc(N=Nc2ccc(N(C)C)cc2)ccn1
screen / no.	1	2	3	4	5	6	7	8
mec2-1	44.9	91.5*	-4.5	1.4	5.5	-2.8	-6.5	7.2
yeast rad50	16.4	89.3*	-3.9	22.6	44.6	26.2	-3.2	21.6
bub3	2.8	91.8*	-3.8	14.8	30.0	-7.4	-0.1	13.7
cln2 rad14	-2.5	83.3*	-4.5	-8.3	41.9	-41.2	1.2	-52.8
mlh1 rad18	39.9	90.3*	3.1	3.4	26.9	-0.2	7.0	0.9
sgs1 mgt1	20.1	92.3*	-6.8	-3.8	14.9	10.8	0.0	6.1

9) O=C(Cc1ccccc1)NC1Cc2ccccc2-c2ccccc21 (centres undefined)
10) CC(C)=Nn1cnc(C(=N)C#N)c1N
11) CC(=O)Nc1ccc(/C=C2\SC(=S)N(C=C(C#N)C#N)C2=O)cc1
12) CCCCCCCCCC(=O)N/N=C\c1cccc2ccccc12
13) O=C(Nc1ccn(C2CC(I)C(COC(c3ccccc3)(c3ccccc3)c3ccccc3)O2)c(=O)n1)c1ccccc1 (centres undefined)
14) CCN(Cc1ccccc1)c1ccccc1C
15) O=C(O)c1cc2ccccc2c2c1C(=O)c1ccccc1-2
16) CCCCCCc1cc(C(=O)OC/C(C)=N/NC(N)=O)c2ccccc2n1
screen / no.	9	10	11	12	13	14	15	16
mec2-1	4.8	3.5	12.2	17.9	-2.5	-6.8	91.5*	-1.1
yeast rad50	5.2	22.9	4.0	0.1	17.8	12.0	88.2*	26.6
bub3	27.1	4.8	15.2	24.6	-2.9	7.7	90.8*	68.5
cln2 rad14	12.4	14.5	38.5	-14.1	-18.2	0.0	88.8*	-12.3
mlh1 rad18	20.6	-7.5	-2.4	16.9	23.2	1.4	90.0*	61.4
sgs1 mgt1	0.6	-0.9	-10.4	1.2	-12.2	10.8	92.6*	31.0

17) CCC[CH2][Sn]([CH2]CCC)([O]C(=O)C(OC)c1ccccc1)[O]C(=O)C(OC)c1ccccc1 (centres undefined)
18) O=C(COc1ccccc1)Nc1cccc2ccccc12
19) Cc1ccc(Cl)c2c(=O)cc(-c3ccccc3)[nH]c12
20) O=C(c1ccccc1)C(O)(c1ccccc1)C(c1ccccc1)c1ccccc1 (centres undefined)
21) CCOC(=O)/C(C#N)=C/c1cccc2ccc3ccccc3c12
22) CCOC(=O)C(C(C)=O)C1=C(Cl)C(=O)c2ccccc2C1=O (centres undefined)
23) COc1nc(C(O)C2OC(C)(C)OCC2O)[nH]c1C#N (centres undefined)
24) Cc1cc(C(=O)c2ccccc2)cc(C)c1O
screen / no.	17	18	19	20	21	22	23	24
mec2-1	88.3*	24.5	0.3	18.6	13.6	99.5*	7.0	-3.4
yeast rad50	89.0*	4.5	19.4	5.8	5.2	99.3*	6.0	12.2
bub3	92.0*	10.4	-55.7	6.8	3.3	97.5*	2.4	-0.4
cln2 rad14	88.8*	-3.7	6.5	13.0	17.0	89.7*	10.7	5.2
mlh1 rad18	88.3*	29.2	8.7	8.1	-3.7	99.3*	7.3	30.4
sgs1 mgt1	84.0*	6.6	5.5	16.9	7.2	99.5*	7.8	12.8

25) COc1ccc2c(Cl)cc(NC(=S)Nc3ccccc3)nc2c1
26) O=S(=O)(Nc1cccc(C2=NCCN2)c1)c1cccc2c(S(=O)(=O)Nc3cccc(C4=NCCN4)c3)cccc12
27) O=C1c2ccc(O)cc2OC(c2cc(O)c(O)c(O)c2)C1O (centres undefined)
28) CC(=O)N1C(=N)SCC1C(N)=O (centres undefined)
29) O=C1C=CC(=O)C1=Cc1ccc(Cl)c(Cl)c1
30) COC(=O)/C=c1/s/c(=C\C(C)=N)[nH]c1=O
31) N#CC1CNC(N)NC1N (centres undefined)
32) Cc1ccc(C(=C2Sc3ccccc3S2)C(=C2Sc3ccccc3S2)c2ccc(C)s2)s1
screen / no.	25	26	27	28	29	30	31	32
mec2-1	-15.3	-25.9	-10.1	-20.4	98.9*	24.5	4.8	6.7
yeast rad50	5.1	-9.6	-2.6	-13.8	98.8*	1.1	-0.1	-23.6
bub3	-4.4	-12.2	0.8	9.1	98.8*	11.9	7.3	12.1
cln2 rad14	6.0	-19.0	7.2	-18.6	99.2*	-2.9	-8.0	7.2
mlh1 rad18	-0.8	-22.1	-86.0	18.8	99.0*	-6.5	1.6	16.8
sgs1 mgt1	-18.4	-30.1	19.8	12.7	98.7*	7.4	-8.1	-15.8

33) Cc1ccc(S(=O)(=O)c2cn[nH]n2)cc1
34) COc1ccc(C(CC(=O)O)c2ccccc2)cc1 (centres undefined)
35) CN(N)C(=O)Nc1ccc([N+](=O)[O-])cc1
36) CC(=O)CCCC(=O)O
37) CCCC(C(C#N)C(N)=O)C(C#N)C(N)=O (centres undefined)
38) CSC(=NCCN=C(NS(=O)(=O)c1ccc(Cl)cc1)SC)NS(=O)(=O)c1ccc(Cl)cc1
39) C/C(CCc1ccccc1)=N/Nc1ccc([N+](=O)[O-])cc1[N+](=O)[O-]
40) NCc1cc2ccccc2s1
screen / no.	33	34	35	36	37	38	39	40
mec2-1	2.2	-42.6	5.7	1.2	-31.0	-5.3	-4.8	-15.9
yeast rad50	-0.2	-31.4	16.4	10.5	-3.8	6.0	0.7	-4.3
bub3	-17.9	-29.8	12.0	0.5	6.2	4.2	13.4	-25.6
cln2 rad14	-7.2	-14.4	7.5	-11.9	-10.4	1.5	0.1	-17.9
mlh1 rad18	23.4	-28.6	-1.8	10.2	-17.4	5.8	-4.5	9.3
sgs1 mgt1	8.2	-2.5	-2.7	-24.5	-5.3	7.2	10.2	-16.2

41) CCOc1cccc(-c2ccccc2)c1
42) CN1CCCC(NC(c2ccccc2)c2ccccc2)C1 (centres undefined)
43) O=C1OC(c2cccc(Cl)c2)=N/C1=C\c1cc(Br)ccc1O
44) CN(C)C1CCC2C3CCC4=CC(=O)CCC4(C)C3CCC21C (centres undefined)
45) CCCCOC(=O)OCCOCCOC(=O)OCCCC
46) O=C(/C(=N\N=C\c1c(O)ccc2ccccc12)c1ccccc1)c1ccccc1
47) O=NN1C(c2ccccc2)CNC(=O)CC1c1ccccc1 (centres undefined)
48) Cc1cc2nc3c(C)c4ccccc4c(C)n3c2cc1C
screen / no.	41	42	43	44	45	46	47	48
mec2-1	17.6	0.5	5.7	48.0	3.1	-22.9	-1.4	87.8*
yeast rad50	18.3	25.4	20.6	77.1*	-7.8	-19.6	-27.0	80.8*
bub3	1.1	34.5	-0.4	40.0	-9.2	.	20.6	86.4*
cln2 rad14	9.3	-11.8	5.2	47.1	-70.8	.	-8.0	83.4*
mlh1 rad18	-0.3	18.9	6.0	51.7	0.3	-8.7	-18.2	79.3*
sgs1 mgt1	16.9	23.9	27.8	69.5	2.6	.	-1.6	85.3*

49) CC(=C(C#N)C#N)c1ccc(F)cc1
50) Cc1ccc(NC(=O)CC/C(CC(=O)C(C)(C)C)=N/NC(=O)C(N)=O)cc1C
51) O=C(O)c1cccc(F)c1
52) O=C(Oc1ccc2ccccc2c1Br)c1ccccc1
53) O=C1CSC(c2cccc(Cl)c2)N1N1C(=O)CSC1c1cccc(Cl)c1 (centres undefined)
54) O=C(O)c1ccc(CS(=O)c2ccccc2)c([N+](=O)[O-])c1 (centres undefined)
55) CCCN(CCCCC(NC(C)=O)C(=O)NCc1ccccc1)C(=O)NC (centres undefined)
56) CC12OC1C(=O)c1ccccc1C2=O (centres undefined)
screen / no.	49	50	51	52	53	54	55	56
mec2-1	20.1	-9.9	-30.8	-8.3	19.4	-0.7	-27.8	92.1*
yeast rad50	40.0	-2.8	11.7	8.6	6.3	8.2	-26.9	88.5*
bub3	35.1	8.6	5.5	17.2	2.0	-4.9	-18.9	90.9*
cln2 rad14	9.9	10.6	-16.9	-6.5	-0.6	14.4	17.9	57.6
mlh1 rad18	25.7	5.1	22.5	0.7	13.4	24.7	-14.5	81.6*
sgs1 mgt1	15.7	10.5	-1.4	14.8	-7.2	-1.4	-13.1	89.9*

# Some values from above:
# entry 52 | sgs1 mgt1 = 14.8
# entry 51 | mlh1 rad18 = 22.5
# entry 55 | mlh1 rad18 = -14.5

# Going on with the list.
57) Oc1ccc(-c2cc(-c3c(O)cc(O)cc3O)on2)cc1
58) O=C(/C=C/c1ccc(Cl)cc1)c1ccncc1
59) Cc1cc(-c2ccccc2)cc(C[n+]2ccccc2)[n+]1-c1ccccn1
60) COc1ccc(C(O)c2cc(C(F)(F)F)cc(C(F)(F)F)c2)cc1OC (centres undefined)
61) COc1ccc2nc3c([N+](=O)[O-])ccc(NCCN(C)C)c3c(N)c2c1
62) COc1ccc(S(=O)(=O)Nc2cc([N+](=O)[O-])ccc2C)cc1
63) Cc1ccc(OS(=O)(=O)NC(=O)NCc2ccco2)cc1
64) Cc1cccnc1NC1OC(=O)c2ccccc21 (centres undefined)
screen / no.	57	58	59	60	61	62	63	64
mec2-1	-1.4	0.0	6.2	-11.6	-32.9	27.3	4.9	-4.4
yeast rad50	4.2	33.5	12.8	9.2	-13.6	-1.6	18.8	-22.1
bub3	-7.5	16.1	2.2	22.9	13.4	16.6	4.0	-9.2
cln2 rad14	-2.9	18.0	-3.8	8.2	4.8	-2.9	8.9	2.0
mlh1 rad18	9.3	33.9	18.9	14.3	-51.8	49.5	4.3	-9.7
sgs1 mgt1	-17.4	11.6	9.2	11.2	15.8	34.4	7.7	-16.6

65) O=[N+]([O-])c1ccc2c(c1)S(=O)c1ccccc1-2 (centres undefined)
66) CC1(C)CC[C@]2(C)CC=C3[C@]4(C)CC[C@H]5C(C)(C)C(=O)CC[C@]5(C)[C@H]4CC[C@@]3(C)[C@H]2C1
67) CCN(CC)C(=O)c1cc[n+](Cc2ccc(Cl)cc2)cc1
68) O=C1CCC(=O)N1CC1CC2CCC1C2 (centres undefined)
69) Cc1ccc(O)c2c(NCCCCCCNc3cc(C)[n+](C)c4c(C)ccc(O)c34)cc(C)[n+](C)c12
70) CC(=O)OCC1OC(n2c(=S)n(-c3ccccc3)c(=O)c3ccccc32)C(OC(C)=O)C(OC(C)=O)C1OC(C)=O (centres undefined)
71) NC(=O)NCCCCC1NC(=S)N(c2ccccc2)C1=O (centres undefined)
72) COC1=NC(NC2OCC(O)C(O)C2O)=C(NC(C)=O)CN1C (centres undefined)
screen / no.	65	66	67	68	69	70	71	72
mec2-1	-3.6	-20.8	0.4	4.2	90.4*	5.4&-27.1	-3.5	-41.4
yeast rad50	-18.1	-17.0	5.1	40.0	89.0*	-2.4&8.7	-3.9	-46.5
bub3	-37.8	-10.2	3.0	4.4	77.5*	-30.1&58.9	5.0	-31.7
cln2 rad14	1.0	-6.5	12.8	23.8	72.7*	-4.0&9.2	-4.9	-3.6
mlh1 rad18	-4.8	0.3	9.2	36.0	90.2*	-0.5&12.2	-12.3	-22.4
sgs1 mgt1	-12.4	-32.7	0.8	22.2	92.7*	-28.1&6.3	29.8	-20.1

73) CN1CCN(C(=S)N(C)C(=O)c2ccc(Cl)cc2)CC1
74) O=C(O)c1ccc(Oc2nc3ccccc3s2)cc1
75) CCc1c(OC)c(C#N)c2n(C)c3cc(C)c(C)cc3n2c1=O
76) CCOC(=O)CSc1nc2ccccc2[nH]1
77) CCOC(=O)C(CCc1ccccc1)C(C)=O (centres undefined)
screen / no.	73	74	75	76	77
mec2-1	-20.1	31.0	5.2	-1.9	-8.0
yeast rad50	13.3	43.4	14.6	6.0	-0.8
bub3	-22.9	37.5	16.6	-39.8	2.5
cln2 rad14	19.1	20.1	11.9	-13.3	40.5
mlh1 rad18	-9.7	52.1	21.1	-2.5	-11.8
sgs1 mgt1	-20.3	27.6	5.2	5.2	-0.2
